Cav3 T inh – inhibitors of human Cav3.2 T-type calcium channel; 100,000 compounds, 4% hits; Cav3.2-expressing cells, Fluo-4 calcium fluorescence FDSS; active compounds read low; B-score at 10 µM; O95180;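 active = single-dose well whose peak fluorescence ratio is a statistical outlier from its plate by either plate-standardised score or position-corrected B-score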
An asterisk follows results filed as active.

Preview (7 entries):
Cav3 T inh	SMILES
-2.2	CCOc1ccc(CN(Cc2ccco2)C(c2cccs2)c2nnnn2C(C)(C)C)cc1 (stereo not given)
1.4	CN(C)c1ccc(-n2cc3c(=O)n(C)c(=O)n(C)c3c2)cc1
-0.54	O=C(Cn1nc(-c2ccccc2)ccc1=O)NCC1CCCO1 (stereo not given)
-0.98	Cc1ccc2occ(CN3CCN(c4ccccc4)CC3)c(=O)c2c1
-0.33	CCSC1=C(C#N)C(c2cccc(Br)c2)CC(=O)N1 (stereo not given)
-1.8	CC1(c2nnc(-c3ccc(F)cc3)o2)CC(c2cccc(Cl)c2)=NO1 (stereo not given)
1.1	Cc1ccnc(NC(=O)C2CCN(S(=O)(=O)c3cccc4nonc34)CC2)c1

Results, previewed entries included:
Cav3 T inh	SMILES
-2.2	CCOc1ccc(CN(Cc2ccco2)C(c2cccs2)c2nnnn2C(C)(C)C)cc1 (stereo not given)
1.4	CN(C)c1ccc(-n2cc3c(=O)n(C)c(=O)n(C)c3c2)cc1
-0.54	O=C(Cn1nc(-c2ccccc2)ccc1=O)NCC1CCCO1 (stereo not given)
-0.98	Cc1ccc2occ(CN3CCN(c4ccccc4)CC3)c(=O)c2c1
-0.33	CCSC1=C(C#N)C(c2cccc(Br)c2)CC(=O)N1 (stereo not given)
-1.8	CC1(c2nnc(-c3ccc(F)cc3)o2)CC(c2cccc(Cl)c2)=NO1 (stereo not given)
1.1	Cc1ccnc(NC(=O)C2CCN(S(=O)(=O)c3cccc4nonc34)CC2)c1
-0.14	CCOC(=O)c1c(C)[nH]c(N=Nc2ccc(C)cc2)c1C
1	COc1ccc(OC)c2[nH]c(=O)c(CCNC(=O)C(C)(C)C)cc12
-0.0042	CCc1c(C(C)O)oc2ccc3c(C)cc(=O)oc3c12 (stereo not given)
0.89	COc1ccccc1NC1C=CS(=O)(=O)C1 (stereo not given)
0.55	CC(C)N(C(=O)Cn1cnc2c(cnn2-c2ccccc2Cl)c1=O)C(C)C
-0.0065	Cc1ccccc1NC(=O)Cn1c(C)nc2ccc(NC(=O)C3CC3)cc2c1=O
0.056	COc1cc(NC(=O)c2ccccc2)cc(OC)c1
0.55	COc1ccc(-n2cnnc2SCC(=O)NC2CCS(=O)(=O)C2)cc1 (stereo not given)
-0.18	Cc1cc(N)n2nc(C)c(-c3ccccc3)c2n1
-2.8	COC(=O)c1ccc(/C(O)=C(\C#N)c2nc3ccccc3s2)cc1
-0.86	CCOC(=O)c1c(C)n(C)c2ccc(OC(C)C(=O)OC)cc12 (stereo not given)
-0.41	Cc1c(Br)c([N+](=O)[O-])nn1C(C)C(=O)Nc1ccc2c(c1)OCO2 (stereo not given)
0.07	COc1ccc(-c2nnc(-c3cccs3)o2)cc1OC
-0.86	CCCCC(=O)Nc1ccc2c(c1)oc1ccccc12
-0.15	Cc1c(C2(c3c(C)n(C)n(-c4ccccc4)c3=O)C(=O)Nc3ccc(F)cc32)c(=O)n(-c2ccccc2)n1C
0.013	CCOC(=O)N1C2=NC(C(=O)OC)=C(C(=O)OC)[C@@H]3Nc4ccccc4[C@]23C[C@H]1C(=O)OC
0.65	OCCN(C=NC1=NN(c2cccc(C(F)(F)F)c2)CC1)CCO
1.1	Cc1ccc(-n2ncc3c(=O)[nH]c(SCC(=O)N4CCCc5ccccc54)nc32)cc1
-7.1*	CCc1ccc(Cn2nnc(C(=O)NCc3ccccc3OC)c2N)cc1
0.89	CCOC(=O)N1CCN(c2c(N3CCN(c4cccc(C(F)(F)F)c4)CC3)c(=O)c2=O)CC1
0.46	CCS(=O)(=O)N1CCC(C(=O)NCc2cc(OC)ccc2OC)CC1
1.3	Cc1cccc(CCNC(=O)CN(C)S(=O)(=O)c2ccc3c(c2)c(=O)n(C)c(=O)n3C)c1
1.1	CC(=O)C1=C(O)C(=O)N(c2cccnc2)C1c1ccc(Cl)cc1 (stereo not given)
0.49	O=C(CCCn1cnc([N+](=O)[O-])n1)Nc1ccc(Cl)c(Cl)c1
0.96	Fc1cccc(Cl)c1CNCc1ccccc1Cl
1.1	CCC(Sc1ncccn1)C(=O)Nc1cc(C)on1 (stereo not given)
0.34	CCN1CCN(CC(=O)N2c3ccccc3CC2C)CC1 (stereo not given)
0.17	CCn1c(SCc2ccc(C(=O)OC)o2)nnc1-c1c[nH]c2ccccc12
0.36	CCOC(=O)C1C(=O)CC(C)(O)C(C(=O)OCC)C1c1ccc(OC)cc1 (stereo not given)
-0.12	O=C(Cn1ncc2c(=O)oc3ccccc3c21)Nc1nc2ccccc2s1
0.0058	CCn1c2ccccc2c2nnc(SCC(=O)Nc3ncccn3)nc21
-1.1	COc1ccccc1NS(=O)(=O)c1ccc(Br)s1
1.2	COC(C[C@H]1O[C@H]1C(=O)[C@H](C)OCc1ccccc1)OC

Shown with each value named: 2 of the compounds above.
COc1ccccc1NS(=O)(=O)c1ccc(Br)s1
  Cav3 T inh = -1.1

COC(C[C@H]1O[C@H]1C(=O)[C@H](C)OCc1ccccc1)OC
  Cav3 T inh = 1.2

Continuation:
Cav3 T inh	SMILES
-9.5*	CN(CC(CC(=O)Nc1nncs1)c1ccccc1)S(=O)(=O)c1ccc(Br)cc1 (stereo not given)
-0.022	O=C(CCC(=O)c1cccs1)c1cccs1
0.016	Cc1ccc(C(c2sc3nc(C)nn3c2O)N2CCN(CCO)CC2)cc1 (stereo not given)
0.00014	Cn1c(SCC(=O)c2ccc3c(c2)OCCO3)nnc1C1CC1
0.62	CC(C)CNS(=O)(=O)c1ccc(S(=O)(=O)N2CCN(CCC#N)CC2)cc1
-0.32	O=C1OCCC1Sc1nnc(-c2ccco2)o1 (stereo not given)
0.0096	CN(C)CCNC(=O)C1CCCNC1=O (stereo not given)
-1.4	CCN(CC)C(=O)CSc1nnc(SCc2ccc(Cl)cc2)s1
-0.071	O=C(CCC(=O)c1cccs1)OCC(=O)N1CCN(C(=O)c2ccco2)CC1
-1.6	CCCCOc1ccc(OCCCC)c2c1NC1(N2)C(=O)N(C(C)=O)c2ccccc21
-2.5	CCOC(=O)C1(S(=O)(=O)c2ccc(Cl)cc2)CCN(Cc2ccc(C)cc2)CC1
0.17	C=CCNC(=O)c1ccc(Sc2ccc(C)cc2)c([N+](=O)[O-])c1
-0.16	CC(C)(C)c1ccc(OCC(=O)OCCNC(=O)c2cccnc2)cc1
0.65	CCC(C)NS(=O)(=O)c1ccc(OCC(=O)N2CCCCC2)cc1 (stereo not given)
1.7	CCOC(=O)Cn1c(=O)oc2cc(S(=O)(=O)N3CCn4c3nc3ccccc34)ccc21
-0.22	Cn1nnnc1SCC(=O)NCc1ccco1
-0.087	Cc1cc2c(c(=O)n1Cc1ccc3c(c1)OCO3)C(c1cccnc1)C(C#N)=C(N)O2 (stereo not given)
-0.17	O=C(CSc1nc2ccccc2[nH]1)Nc1c(F)cccc1F
-2.5	Cc1c(NC(=O)c2ccc(CN3CCc4ccccc4C3)cc2)c(=O)n(-c2ccccc2)n1C
1.4	CCn1c(SCC(=O)Nc2ccccc2C(=O)OC)nnc1-c1ccoc1C
-1.2	CC(C)CC(C(=O)Nc1oc(-c2ccco2)c(-c2ccco2)c1C#N)N1C(=O)c2ccccc2C1=O (stereo not given)
-0.14	CCOC(=O)C1Nc2ccc(C(F)(F)F)cc2C2C=CCC12 (stereo not given)
0.53	O=C(Nc1ccc(Cl)cc1)N1CCCC1
-1	COC(=O)c1c(NC(=O)Cc2cccs2)sc2c1CCC(C)C2 (stereo not given)
-2.6	COc1ccc(OC)c(S(=O)(=O)NCCc2ccccc2)c1
0.98	CCn1c(SC(C)C(=O)OC)nnc1-c1c[nH]c2ccccc12 (stereo not given)
0.051	Cc1ccc(-c2[nH]c(-c3ccc(Cl)cc3)nc2SCC(=O)NCC2CCCO2)cc1 (stereo not given)
-5.3*	CCCn1c(CNc2ccc(Br)cc2)nc2ccccc21
0.9	Cc1nc(N)sc1C(=O)Nc1ccccc1
-1.8	O=C(Nc1ccccc1)/C(=C\c1ccc2c(c1)OCO2)NC(=O)c1ccco1
-0.1	Cc1ccc2[nH]c(=S)cc(C)c2c1
0.18	Cc1sc(NC(=O)C2CCCO2)c(C#N)c1C (stereo not given)
-0.99	CC(=O)Oc1ccccc1-c1nc(C)nc(N(C)C(C)=O)n1
-0.17	COc1ccc(CCNC(=S)NC(=O)/C=C/c2ccc(C)cc2)cc1OC
0.48	Cc1ccc(S(=O)(=O)N2CCCC2C(=O)Nc2cc(C)on2)cc1 (stereo not given)
-2.5	Cc1ccc(-c2nnn(CC(=O)Nc3cccc4cccnc34)n2)o1
0.51	O=C(Nc1ccccc1Cl)c1cccs1
-0.66	CC(C)Cc1cc(C(=O)NCCN2CCOCC2)no1
-2.4	CC(C)(C)C1CCc2c(C(=O)N/N=C/c3cccs3)csc2C1 (stereo not given)
0.18	Cc1nc2oc(C(=O)c3ccccc3)c(N)c2c2c1COC(C)(C)C2
-0.8	O=C(c1cc2cc(Br)cc(Br)c2oc1=O)N1CCCC1
-0.5	CCOC(=O)C1CCN(Cc2c(O)ccc3ccccc23)CC1
-0.97	CCC(c1nnnn1CCOC)N(Cc1ccc(C)cc1)Cc1cc2cc(OC)ccc2[nH]c1=O (stereo not given)
0.65	CCOCCCn1c(C)nc2c(c1=O)c1nc3ccccc3nc1n2-c1ccc(C)cc1
-0.8	CC(NC(=O)NCCCC(=O)O)(C(F)(F)F)C(F)(F)F
0.24	CC(=O)Nc1cccc(NC(=O)CCc2ccccc2)c1
0.0048	CCCCN1C(=O)CC(Sc2ccccc2C(=O)O)C1=O (stereo not given)
-0.62	Cc1ccc(NC2=C(N3CCCCC3)C(=O)c3ccccc3C2=O)cc1
1.3	N#CCCn1c(C(C#N)(CCC#N)CCC#N)nc2ccccc21
0.5	COc1cc(OC)cc(C(=O)NCC(=O)N2CCC(C)CC2)c1
-0.39	Cc1ccc(C(=O)O/N=C(\N)c2ccc(Br)cc2)cc1C
-0.23	COc1ccc(Oc2nnc(C)c3ccccc23)cc1
0.14	CCN(CC)C(=O)c1ccc(C(=O)c2ccccc2)cc1
-2.4	Cc1onc(-c2ccccc2)c1C(=O)OCC(=O)c1ccccc1
0.83	CC(C)Cn1cnc2c1c(=O)n(CC(O)c1ccccc1)c(=O)n2CC(C)C (stereo not given)
0.77	Cc1ccc(S(=O)(=O)N/N=C\c2ccc(C)o2)cc1

More compounds
Cav3 T inh	SMILES
-0.051	CSC1=C(C#N)C(c2ccc3c(c2)OCO3)C2=C(CCCC2=O)N1 (stereo not given)
0.29	CN1CCc2c(sc(/N=C/c3ccco3)c2C(N)=O)C1
0.65	CCOc1ccc(C(C)NC(=O)CCC(=O)O)cc1 (stereo not given)
-0.25	Cn1c(Cc2cccs2)nnc1SCC(=O)N1CCc2ccccc21
0.17	COc1cccc2cc(C(=O)N3CCN(c4ccccc4F)CC3)c(=O)oc12
-3.2	O=[N+]([O-])c1ccc(Cl)c(/C=N/N2CCN(Cc3ccc(Cl)cc3)CC2)c1
-0.76	Cc1cc(NS(=O)(=O)c2ccc(C3CCCCC3)cc2)no1
0.8	O=C(c1cccc(S(=O)(=O)N2CCOCC2)c1)N1CCOCC1
-4.4*	CC(C)(C)c1ccc(-c2nnc(SCCC#N)n2C2CCCC2)cc1
0.2	CCC(C)[C@H]1CN=C(N)N1CC1CCCCC1 (stereo not given in full)
-0.48	COC(=O)c1cc2c(C)cc3ccc(C)cn3c-2c1C(=O)OC
0.68	Cc1ccc(Oc2ccc(/C=N/O)cn2)cc1
-0.59	Cn1c(=O)n(CCOc2ccc(Cl)cc2Cl)c2ccccc21
-1.7	COc1ccc2c(c1)c(CCNNC(=O)C(C)(C)C)c(C)n2C(=O)c1ccc(Cl)cc1
1.5	COc1ccc(N2C(=O)C3CCCN3C2c2cc(OC)c(OC)c(OC)c2)cc1 (stereo not given)
1.7	OCCNc1nc(NCCC2=CCCCC2)nc(N2CCOCC2)n1
0.44	CC1=C(C(=O)OCC2CCCO2)C(c2ccncc2)C2=C(CC(C)(C)CC2=O)N1 (stereo not given)
-0.068	CCOC(=O)Nc1ccc(C(N)=O)cc1
1.6	COc1ccc(C)cc1NC(=O)Nc1ccc(Br)cn1
-6*	N#Cc1nc(COc2ccccc2)oc1N1CCCCC1
0.81	Cc1ccc(S(=O)(=O)c2ccc(Oc3ccccc3)cc2)cc1
-0.56	CCN(CC)CCNC(=O)c1cn(C)c2ccc(S(=O)(=O)N(C)C3CCCCC3)cc2c1=O
-0.0046	COc1ccc(CN(C(=O)Cn2nnc3ccccc32)C(C(=O)NC(C)(C)C)c2ccco2)cc1 (stereo not given)
0.66	C=CCc1cccc2cc(C(=O)NC3=C(C#N)CCC3)c(=O)oc12
0.61	Cc1ccc(C2C(C#N)C(C#N)N3CCCN23)cc1 (stereo not given)
-1.8	COc1nc(OC)nc(N2CCCCCC2)n1
0.23	O=C(NC1CCCCC1)NC1(C(=O)NCCCN2CCOCC2)CCCCC1
-5.2*	CN1C(=O)C(CC(=O)Nc2ccc(F)cc2)N(CCCc2ccccc2)C1=S (stereo not given)
0.078	COc1cc2oc(=O)c(Br)c(C)c2c(OC)c1OC
-0.15	COc1ccccc1N1CC(O)=C(c2nc3ccccc3s2)C1=N
-2.2	Cc1cc(C)nc(SCc2ccc3nonc3c2)n1
0.26	N#Cc1c(N)n(CCCN2CCOCC2)c2nc3ccccc3nc12

Printed as active in Cav3 T inh, of those listed so far:
Cav3 T inh	SMILES
-7.1*	CCc1ccc(Cn2nnc(C(=O)NCc3ccccc3OC)c2N)cc1
-9.5*	CN(CC(CC(=O)Nc1nncs1)c1ccccc1)S(=O)(=O)c1ccc(Br)cc1 (stereo not given)
-5.3*	CCCn1c(CNc2ccc(Br)cc2)nc2ccccc21
-4.4*	CC(C)(C)c1ccc(-c2nnc(SCCC#N)n2C2CCCC2)cc1
-6*	N#Cc1nc(COc2ccccc2)oc1N1CCCCC1
-5.2*	CN1C(=O)C(CC(=O)Nc2ccc(F)cc2)N(CCCc2ccccc2)C1=S (stereo not given)

The results go on.
Cav3 T inh	SMILES
-2.1	Cc1ccc(C)c(N2CCN(C(=O)c3ccc4nc(-c5ccco5)c(-c5ccco5)nc4c3)CC2)c1
0.48	CCCC(=O)C1=C(O)C(C(=O)OC)C(C)(C)CC1=N (stereo not given)
-3.2	O=S(=O)(c1ccc2nc(-c3ccco3)c(-c3ccco3)nc2c1)N1CCOCC1
0.73	COc1ccc(C(=O)NC(=S)NCCO)cc1Br

Screening data deposited in PubChem by Vanderbilt High Throughput Screening Facility.

Not all compounds are listed; the hit share may differ from the screen's.
